High-throughput results (PubChem)
HCV inhibitor: blocks hepatitis C virus | actives 3.4% (n = 340,000) | Potency, µM (doses to about 41.8 µM), for inactives: top-dose activity change, negative = inhibition, actives largely listed as inhibitors | Huh7.5.1 HCVcc-Cre infection, luciferase reporter, 44 h; also: potency is read from the fitted curve at half-maximal effect; % is scaled to controls: 0 for no effect and ±100 for the full control effect
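Infectious HCV cell culture screen: compound-treated cells (1,000/well, pre-plated 4 h) are infected with HCVcc-Cre at roughly 0.5 moi and grown 44 h. Infection is quantified by luciferase signal after 15 min substrate incubation at room temperature.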
LmPK inhibitor: inhibitors of Leishmania mexicana pyruvate kinase; Q27686; purified LmPK, Kinase-Glo ATP luminescence, 1 h; Potency, µM (series often up to 57.5 µM), without a hit: at the highest dose activity change, negative = inhibition, hits mostly inhibitors; actives 0.37% (n = 290,000); AID 1721; also: potency is read from the fitted curve at half-maximal effect; % is scaled to controls: 0 for no effect and ±100 for the full control effect
Target sequence (Q27686 whole entry, looked up): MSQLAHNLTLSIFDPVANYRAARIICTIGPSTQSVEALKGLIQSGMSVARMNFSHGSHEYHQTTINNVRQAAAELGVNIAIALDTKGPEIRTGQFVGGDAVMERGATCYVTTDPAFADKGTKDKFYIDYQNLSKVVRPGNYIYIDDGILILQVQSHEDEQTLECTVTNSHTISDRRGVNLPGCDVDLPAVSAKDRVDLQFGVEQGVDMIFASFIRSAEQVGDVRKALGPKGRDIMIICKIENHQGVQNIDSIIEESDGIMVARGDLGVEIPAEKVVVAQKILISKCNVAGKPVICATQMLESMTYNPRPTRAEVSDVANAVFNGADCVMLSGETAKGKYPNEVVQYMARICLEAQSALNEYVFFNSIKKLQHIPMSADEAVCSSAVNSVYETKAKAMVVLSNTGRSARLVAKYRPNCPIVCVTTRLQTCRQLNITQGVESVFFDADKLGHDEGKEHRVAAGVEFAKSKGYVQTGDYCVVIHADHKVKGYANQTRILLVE
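ATP generated from ADP (0.1 mM) and PEP (0.5 mM) by 0.1 nM LmPK over 1 h at room temperature (pH 7.2 imidazole buffer) was detected by coupled luciferase luminescence. Values were normalized to uninhibited and no-enzyme wells.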
Tb PYK inh: inhibitors of Trypanosoma brucei pyruvate kinase. TbPYK enzyme, Kinase-Glo Plus ATP luminescence, 45 min. actives 0.12% (n = 410,000). Q57TT1. Potency, µM (titrated, usually from 76.8 µM), inactives show top-dose activity, negative = inhibition, hits mostly inhibitors; also: potency is read from the fitted curve at half-maximal effect; % is scaled to controls: 0 for no effect and ±100 for the full control effect; nearly all actives have a fitted effect of over 50% in size
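Luminescence from Kinase-Glo Plus, added after a 45-minute room-temperature reaction, served as the end-point read-out. The enzyme and substrate were preincubated with compound before ADP (130 uM final) initiated turnover. Concentration-effect curves came from normalized qHTS data.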
Pf growth 48h: inhibits P. falciparum growth in the first generation, 48 h. P. falciparum luciferase growth in erythrocytes, 48 h. Potency, µM (series often up to 28.7 µM), without a hit: at the highest dose activity change, negative = inhibition, most hits filed as inhibitors. actives 5.9% (n = 310,000); also: potency is read from the fitted curve at half-maximal effect; % is scaled to controls: 0 for no effect and ±100 for the full control effect
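Here the parasites carry a stable luciferase gene and grow inside erythrocytes in Albumax-based RPMI medium with compound for one erythrocytic cycle. Activity is scored as loss of luminescent signal.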
Pf growth 96h: P. falciparum growth inhibition at 96 hours. P. falciparum luciferase reporter growth, 96 h. AID 504834. Potency, µM (series often up to 28.7 µM), for the others: top-dose activity change, negative = inhibition, hits mostly inhibitors. actives 6.9% (n = 320,000); also: potency is read from the fitted curve at half-maximal effect; % is scaled to controls: 0 for no effect and ±100 for the full control effect
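Cell-based qHTS: luciferase-tagged P. falciparum in erythrocytes (2% hematocrit, 0.05% parasitemia final) incubated with compounds for 96 hours, 37 C, 5% CO2; luciferase detection reagent then added and luminescence measured.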
CHX counter: affects cycloheximide protein synthesis inhibition readout, counter-screen. cell reporter, cycloheximide protein synthesis inhibition counterscreen. AID 2314. max response, %. actives 12% (n = 300,000); in the data active = max response mostly above about 13%, no sharp cut-off; inactive = mostly below about 14%; also: read at 38.3 µM for the half of the compounds with a filed dose; 0% is about no effect
Shiga inhibitor: inhibitors of Shiga toxin in Vero cells. Vero cells, Shiga toxin protein synthesis inhibition reporter. inhibition, % at 38.7 µM. actives 9.2% (n = 290,000); in the data active = inhibition mostly above about 28%, no sharp cut-off; inactive = mostly below about 43%; also: 0% is about no effect
Active calls of the source: *; u = inconclusive; x = no result given; & = joins results of further samples; [ ] = another dose, or the depositor's remark. Unless noted, calls follow the shape of the dose curve; as a rule, active = well fitted curve in the direction sought with a large enough effect; inconclusive = small, poorly fitted or top-dose-only effect, or another doubt; inactive = no such curve, though single readings can be large; an effect the other way counts as inactive or inconclusive.

| canonical_smiles | HCV inhibitor | LmPK inhibitor | Tb PYK inh | Pf growth 48h | Pf growth 96h | CHX counter | Shiga inhibitor |
| --- | --- | --- | --- | --- | --- | --- | --- |
| Cc1ccc(C(=O)N2CCCC(Nc3cccc(F)c3)C2)cc1N1CCNC1=O (stereo unspecified) | 25% | -8% | -5% | -20% | -3% | -1 | -29 |
| COc1ccc(NS(=O)(=O)c2ccc(C(=O)N3CCN(Cc4ccccc4)CC3)cc2)cc1 | 11µM* | 6% | -7% | u | u | 6 | 34 |
| CC(=O)Nc1ccc(NC(=O)CSc2nc3c([nH]c4ccccc43)c(=O)n2-c2ccccc2F)cc1 | u | -4% | -7% | -18% | u | 15 | -14 |
| COc1cccc(/C=C2\SC(=S)N(CCCC(=O)NC3=NCCS3)C2=O)c1 | 11% | 4% | -6% | -5% | -4% | -1 | -7 |
| Cc1cccc(-n2c(=S)[nH]c3sc4c(c3c2=O)CCc2ccccc2-4)c1 | -3% | 1% | u | 4% | -12% | -4 | 2 |
| CCOc1ccccc1-n1c(SCC(=O)NC(C)(C)C)nnc1-c1ccoc1C | 18% | -3% | 2% | 13µM* | u | 18 | 9 |
| O=C(CSCc1ccccc1)N1CCc2ccccc21 | 30%[activator] | -14% | -6% | 169%[activator] | x | 51* | 75 |
| Nc1nc(Nc2cccc(F)c2)nc(NCc2ccco2)c1[N+](=O)[O-] | u | -1% | 3% | -29% | u | 13* | 36 |
| CN1CCN(C(CNC(=O)C(=O)NC2CCCCC2)c2ccc(F)cc2)CC1 (stereo unspecified) | 14% | x | -5% | 1% | 43%[activator] | x | x |
| Cc1ccc(CNC(=O)CCS(=O)(=O)c2cc(Br)cc3c2N(C(=O)C2CC2)CC3)o1 | -8% | 3% | -12% | 2.6µM* | 12µM* | 6 | -22 |
| Cc1nc(-c2ccccc2)cs1 | 25% | 6% | -12% | x | 7% | 2 | -16 |
| CCc1cc(C(=O)NNC(=O)CCl)sc1C | -15% | -14% | 5% | 1µM* | 1.5µM* | 20 | -3 |
| CCn1cc(/C=N\NC(=O)C2(C)CC2(Cl)Cl)c(C)n1 (stereo unspecified) | 33%[activator] | 2% | 1% | 16% | -13% | 9 | 9 |
| CCCOC(=O)CSc1nc(N2CCOCC2)c2c(c1C#N)CC(C)(C)OC2 | -29% | 9% | -7% | u | 1.9µM* | -5 | -13 |
| O=C(COC(=O)c1cccs1)Nc1ccccc1[N+](=O)[O-] | u | -2% | 9% | -10% | 28% | 10 | 13 |
| O=C(Nc1cccc(O)c1)C1CC(c2cccc(Br)c2)=NO1 (stereo unspecified) | u | -3% | 1% | -23% | 0% | -3 | -14 |
| CCOc1ccc(OCc2ccc(C(=O)Nc3cccnc3)cc2)cc1 | u | x | -1% | 16% | 11% | x | x |
| Fc1ccc(NC(=S)NNc2ncc(C(F)(F)F)cc2Cl)c(F)c1 | 22µM* | 3% | -9% | 9.3µM* | 10µM* | 21 | 48* |
| COc1ccccc1-n1cnc(N)c1C(=O)c1ccccc1 | u | -6% | 1% | 0% | -10% | -1 | -14 |
| CCOc1cc(CNCCc2c[nH]c3ccccc23)cc(Cl)c1OCC(N)=O | u | 2% | -4% | u | 4.7µM* | -2 | 4 |
| Cc1cc(NN)nc(NS(=O)(=O)c2ccccc2)n1 | -9% | 1% | 0% | u | -20% | -1 | -6 |
| CCOC(=O)c1cc(C#N)c(NCc2ccccc2)nc1C | x | -6% | -4% | -7% | x | -4 | -2 |
| CCc1ccc(N(C)S(=O)(=O)c2ccc3[nH]cc(C(=O)NCCN4CCOCC4)c(=O)c3c2)cc1 | -23% | 5% | 3% | x | u | -4 | 20 |
| CCc1ccccc1NC(=O)Nc1cccn(Cc2ccc(F)cc2)c1=O | u | 4% | -3% | -6% | u | -2 | -5 |
| CC(C)CN1CCN(Cc2cccc3ncccc23)CC1CCO (stereo unspecified) | -7% | 2% | 1% | -8% | 0% | 1 | 17 |

Complete entries as entered above.
O=C(CSCc1ccccc1)N1CCc2ccccc21 is listed with HCV inhibitor: 30%[activator]; LmPK inhibitor: -14%; Tb PYK inh: -6%; Pf growth 48h: 169%[activator]; Pf growth 96h: x; CHX counter: 51*; Shiga inhibitor: 75
CC(=O)Nc1ccc(NC(=O)CSc2nc3c([nH]c4ccccc43)c(=O)n2-c2ccccc2F)cc1 is listed with HCV inhibitor: u; LmPK inhibitor: -4%; Tb PYK inh: -7%; Pf growth 48h: -18%; Pf growth 96h: u; CHX counter: 15; Shiga inhibitor: -14
CCc1ccc(N(C)S(=O)(=O)c2ccc3[nH]cc(C(=O)NCCN4CCOCC4)c(=O)c3c2)cc1 is listed with HCV inhibitor: -23%; LmPK inhibitor: 5%; Tb PYK inh: 3%; Pf growth 48h: x; Pf growth 96h: u; CHX counter: -4; Shiga inhibitor: 20

Next results follow:
| canonical_smiles | HCV inhibitor | LmPK inhibitor | Tb PYK inh | Pf growth 48h | Pf growth 96h | CHX counter | Shiga inhibitor |
| --- | --- | --- | --- | --- | --- | --- | --- |
| c1cnc2c(OCc3cn4cccnc4n3)cccc2c1 | u | -7% | -4% | 52%[activator] | x | 28* | 77 |
| COc1ccc(/C=N/NC(=O)c2ccc(COCC(F)(F)C(F)F)cc2)cc1 | -12% | -4% | 5% | -8% | -13% | -3 | -1 |
| Cc1oc(-c2ccccc2Cl)nc1CN1C(=O)CN=C(c2ccccc2)c2ccccc21 | u | -1% | -11% | 30% | u | -4 | -24 |
| O=C(c1ccco1)N(CCCN1CCOCC1)c1nc(-c2ccc(F)cc2)cs1 | 11µM* | 2% | -7% | u | -6% | 3 | 5 |
| O=C(c1ccc(=O)[nH]n1)N1CCN(S(=O)(=O)c2cccc(F)c2)CC1 | 8% | x | -3% | 11% | 2% | x | x |
| COC(=O)C(NC(=O)c1ccccc1)=C1C=C(C)OC(C)=C1 | 20% | -3% | -10% | -12% | -5% | -2 | -16 |
| COc1ccc(-c2cc(C(=O)NC(C)C)no2)cc1 | -12% | -6% | 0% | x | 62%[activator] | 27 | 58* |
| O=C(Nc1ccc2ccccc2c1)c1cnccn1 | 8% | -3% | -5% | 223%[activator] | 0% | 29* | 85* |
| Cc1ccc(/C=C2/Sc3ccccc3N(CC(=O)NCC3CCCO3)C2=O)cc1 (stereo unspecified) | u | 0% | 1% | -8% | -12% | 1 | -5 |
| NC(=O)c1nc(N2CCOCC2)nc(N2CCOCC2)n1 | -21% | -4% | 3% | 20% | 3% | 4 | 21 |
| CCOc1cc(N2CCOCC2)c(OCC)cc1NC(=O)C(C)(C)C | 4% | 5% | 2% | -5% | -30% | -2 | -5 |
| O=C(O)CSc1cc(C(=O)c2cc(F)ccc2O)cn2c(=O)c3c(-c4ccccc4)csc3nc12 | -20% | 4% | -7% | 8.3µM* | u | -3 | 4 |
| COc1ccc2cc3cc(C(=O)NCCCN4CCOCC4)oc3nc2c1 | -27% | 1% | 2% | u | 1.2µM* | 17 | 26 |
| COc1ccc(CCNC(=O)CCC(=O)n2ncc3cc(C)ccc32)cc1OC | -1% | -1% | 2% | 22% | 19% | 5 | 13 |
| COc1cccc(CNC(=O)CCCNC(=O)c2ccc(Cl)cc2)c1 | 11% | -8% | -4% | u | u | 18 | -10 |
| O=C(Nc1cccc([N+](=O)[O-])c1)NC1CCCCCCC1 | u | 0% | -1% | 38%[activator] | -17% | 32* | 81* |
| O=C(CCCCCn1c(=S)[nH]c2ccccc2c1=O)N1CCOCC1 | -15% | -2% | x | 10% | 137%[activator] | -2 | 23 |
| CN(Cc1ccc(N(C)C)cc1)C(=O)c1cc2ccccc2o1 | -12% | 0% | -4% | 28% | 66%[activator] | 28* | 68* |
| Cc1ccc(-c2csc(NC(=O)CSc3nnc4c(n3)[nH]c3ccccc34)n2)cc1 | -27% | -1% | -13% | u | -19% | -4 | -9 |
| CCOc1ccc(-c2cn(CCC#N)cn2)cc1 | 4% | -3% | 2% | 30%[activator] | 6.6µM* | 15* | 18 |
| Cc1nn(CC2CC2)c(=O)n1-c1ccc(C(C)C)cc1 | -6% | -1% | -1% | 14% | 25% | 14 | 66 |
| CCOC(=O)c1c2n(c3ccc(OC(C)=O)cc13)CCC2 | -12% | 9% | -1% | x | u | -1 | -10 |
| O=C(NCCc1ccc2c(c1)OCO2)C1CCN(S(=O)(=O)c2ccc(Cl)cc2)CC1 | -23% | 6% | -2% | -30% | x | 2 | 2 |
| COc1ccccc1NC(=O)CCCc1nnc2n(C)c(=O)c3sccc3n12 | -8% | -3% | -6%&-8% | -1% | -1% | -3 | -7 |
| COCCCC1CCN(C(=O)C2CCC(=O)N(Cc3ccccc3F)C2)CC1 (stereo unspecified) | x | 0% | -7% | -17% | u | 11 | 14 |

Overlap with the part before: 7 compounds, followed by the next part.
| canonical_smiles | HCV inhibitor | LmPK inhibitor | Tb PYK inh | Pf growth 48h | Pf growth 96h | CHX counter | Shiga inhibitor |
| --- | --- | --- | --- | --- | --- | --- | --- |
| Cc1ccc(-c2csc(NC(=O)CSc3nnc4c(n3)[nH]c3ccccc34)n2)cc1 | -27% | -1% | -13% | u | -19% | -4 | -9 |
| CCOc1ccc(-c2cn(CCC#N)cn2)cc1 | 4% | -3% | 2% | 30%[activator] | 6.6µM* | 15* | 18 |
| Cc1nn(CC2CC2)c(=O)n1-c1ccc(C(C)C)cc1 | -6% | -1% | -1% | 14% | 25% | 14 | 66 |
| CCOC(=O)c1c2n(c3ccc(OC(C)=O)cc13)CCC2 | -12% | 9% | -1% | x | u | -1 | -10 |
| O=C(NCCc1ccc2c(c1)OCO2)C1CCN(S(=O)(=O)c2ccc(Cl)cc2)CC1 | -23% | 6% | -2% | -30% | x | 2 | 2 |
| COc1ccccc1NC(=O)CCCc1nnc2n(C)c(=O)c3sccc3n12 | -8% | -3% | -6%&-8% | -1% | -1% | -3 | -7 |
| COCCCC1CCN(C(=O)C2CCC(=O)N(Cc3ccccc3F)C2)CC1 (stereo unspecified) | x | 0% | -7% | -17% | u | 11 | 14 |
| CCCN(CCC)Cc1c(C(=O)OCC)nnn1-c1nonc1N | -2% | 0% | -6% | u | 5% | -3 | -9 |
| Oc1ccccc1C=Nc1ccccc1-c1nc2ccccc2[nH]1 | -6% | -3% | -6% | 8% | -1% | 38* | 75* |
| O=C(OCC(=O)c1c[nH]c2ccccc12)c1cccc(O)c1 | 8% | -1% | 3% | 334%[activator] | 377%[activator] | 73* | 70* |
| COCc1c(C#N)c(NCCc2ccccc2)nc(C)c1[N+](=O)[O-] | -9% | 0% | -5% | u | -17% | 9 | 14 |
| CN(C)CC(NC(=O)c1cccc(S(=O)(=O)Nc2ccc3c(c2)OCO3)c1)c1ccccc1 (stereo unspecified) | -1% | x | -5% | u | 4.1µM* | x | x |
| C=CCOc1ccc(C2N3CC4(CC)CN2CC(CC)(C3)C4=O)cc1 (stereo unspecified) | 16% | -2% | 7% | -28% | -11% | -6 | -20 |
| COc1ccccc1CCC(=O)Oc1ccccc1C#N | 8% | -12% | -9% | 12% | -22% | -3 | -17 |
| COc1ccc(CCN(C)c2ccc(S(=O)(=O)N3CCCC3)cn2)cc1OC | -14% | 3% | -1% | u | 21%[5.75 µM] | -1 | 19 |

Taken from above:
CHX counter with COc1ccc(CCN(C)c2ccc(S(=O)(=O)N3CCCC3)cn2)cc1OC is entered as -1
Pf growth 96h with COCc1c(C#N)c(NCCc2ccccc2)nc(C)c1[N+](=O)[O-] is entered as -17%
